Assay outcomes (PubChem)
Pol beta inh = qHTS Assay for Inhibitors of DNA Polymerase Beta; Potency, µM (highest dose often 114 µM), for the others: at the top dose activity change, negative = inhibition, actives largely listed as inhibitors; AID 485314, 2010; 340,000 compounds, 1.3% hits; Pol beta primer extension/strand displacement, fluorescence kinetic; P06746; note: potency is the fitted concentration of half-maximal effect; % is set by controls: 0 for no effect and ±100 for the full control effect
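10 nM enzyme + cpd, 15 min RT; start with substrate 50 nM final; read 0 min and after 10 min RT. Corrected, normalized data; 4-parameter Hill curve fit.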
Pol iota inh = qHTS for Inhibitors of Polymerase Iota. AID 588590, 2011. DNA polymerase iota (Homo sapiens), Q9UNA4. Potency, µM (doses to about 115 µM), for the others: at the highest dose activity, negative = inhibition, actives largely listed as inhibitors. Pol iota fluorescent replication assay, 10 min. 390,000 compounds, 1% hits; note: potency is the fitted concentration of half-maximal effect
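Pol iota at 10 nM preincubated 15 min with compounds at room temperature; reaction started with fluorescent substrate, 50 nM final. Fluorescence read kinetically at 0 and 10 min; buffer-only wells as negative control.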
APE1 inh = qHTS Assay for Inhibitors of the Human Apurinic/apyrimidinic Endonuclease 1 (APE1) | recombinant APE1, TAMRA/BHQ-2 abasic DNA cleavage fluorescence | Potency, µM (doses to about 65.8 µM), inactives show top-dose activity change, negative = inhibition, usual class: inhibitors | 350,000 compounds, 0.35% hits | AID 2517, 2012;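 note: potency is the fitted concentration of half-maximal effect; plate controls were vehicle for no effect and reference inhibitor for full effect; nearly all actives have a fitted effect of over 55% in size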
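Quantitative HTS: incision of a TAMRA/BHQ-2 double-stranded substrate bearing a tetrahydrofuran abasic site by 0.75 nM APE1 raises fluorescence. Substrate 50 nM final, added after 15 min compound preincubation at room temperature; progress as third-minus-first kinetic read difference.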
Pol eta inh = qHTS for Inhibitors of Polymerase Eta; Potency, µM (series often up to 114 µM), without a hit: at the top dose activity change, negative = inhibition, actives largely listed as inhibitors; DNA polymerase eta (Homo sapiens), Q9Y253; recombinant Pol eta, fluorescent DNA replication assay; 390,000 compounds, 1.2% hits; AID 588591, 2011; note: potency is the fitted concentration of half-maximal effect; % is set by controls: 0 for no effect and ±100 for the full control effect
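Fluorescent replication assay: 50 nM final substrate added after a 15 min room-temperature compound preincubation with 10 nM enzyme. Signal taken at 0 min and again at 10 min.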
Apoferritin bind = qHTS Assay for Identification of Novel General Anesthetics; AID 485281, 2010; apoferritin/1-aminoanthracene competitive binding, fluorescence; Potency, µM (doses to about 77.5 µM), for inactives: at the top dose activity change, negative = displacement, hits mostly inhibitors; 350,000 compounds, 0.074% hits; Ferritin light chain (Equus caballus), P02791; note: potency is the fitted concentration of half-maximal effect; % is set by controls: 0 for no effect and ±100 for the full control effect; nearly all actives have a fitted effect of over 20% in size
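10 uM apoferritin + 50% sat. 1-AMA, PBS; cpd 10 min RT; Ex380/Em535 endpoint; normalized to free probe vs complex; 4-param Hill fit; propofol titration as pos. ctrl.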
BLM inh = qHTS Assay for Inhibitors of Bloom's syndrome helicase (BLM); recombinant BLM DNA unwinding, fluorescence dequenching; Potency, µM (doses to about 56.1 µM), without a hit: top-dose activity change, negative = inhibition, hits mostly inhibitors; 350,000 compounds, 0.2% hits; AID 2528, 2010;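 note: potency is the fitted concentration of half-maximal effect; plate controls were vehicle for no effect and no enzyme for full effect; nearly all actives have a fitted effect of over 35% in size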
Target sequence (P54132 whole entry, looked up): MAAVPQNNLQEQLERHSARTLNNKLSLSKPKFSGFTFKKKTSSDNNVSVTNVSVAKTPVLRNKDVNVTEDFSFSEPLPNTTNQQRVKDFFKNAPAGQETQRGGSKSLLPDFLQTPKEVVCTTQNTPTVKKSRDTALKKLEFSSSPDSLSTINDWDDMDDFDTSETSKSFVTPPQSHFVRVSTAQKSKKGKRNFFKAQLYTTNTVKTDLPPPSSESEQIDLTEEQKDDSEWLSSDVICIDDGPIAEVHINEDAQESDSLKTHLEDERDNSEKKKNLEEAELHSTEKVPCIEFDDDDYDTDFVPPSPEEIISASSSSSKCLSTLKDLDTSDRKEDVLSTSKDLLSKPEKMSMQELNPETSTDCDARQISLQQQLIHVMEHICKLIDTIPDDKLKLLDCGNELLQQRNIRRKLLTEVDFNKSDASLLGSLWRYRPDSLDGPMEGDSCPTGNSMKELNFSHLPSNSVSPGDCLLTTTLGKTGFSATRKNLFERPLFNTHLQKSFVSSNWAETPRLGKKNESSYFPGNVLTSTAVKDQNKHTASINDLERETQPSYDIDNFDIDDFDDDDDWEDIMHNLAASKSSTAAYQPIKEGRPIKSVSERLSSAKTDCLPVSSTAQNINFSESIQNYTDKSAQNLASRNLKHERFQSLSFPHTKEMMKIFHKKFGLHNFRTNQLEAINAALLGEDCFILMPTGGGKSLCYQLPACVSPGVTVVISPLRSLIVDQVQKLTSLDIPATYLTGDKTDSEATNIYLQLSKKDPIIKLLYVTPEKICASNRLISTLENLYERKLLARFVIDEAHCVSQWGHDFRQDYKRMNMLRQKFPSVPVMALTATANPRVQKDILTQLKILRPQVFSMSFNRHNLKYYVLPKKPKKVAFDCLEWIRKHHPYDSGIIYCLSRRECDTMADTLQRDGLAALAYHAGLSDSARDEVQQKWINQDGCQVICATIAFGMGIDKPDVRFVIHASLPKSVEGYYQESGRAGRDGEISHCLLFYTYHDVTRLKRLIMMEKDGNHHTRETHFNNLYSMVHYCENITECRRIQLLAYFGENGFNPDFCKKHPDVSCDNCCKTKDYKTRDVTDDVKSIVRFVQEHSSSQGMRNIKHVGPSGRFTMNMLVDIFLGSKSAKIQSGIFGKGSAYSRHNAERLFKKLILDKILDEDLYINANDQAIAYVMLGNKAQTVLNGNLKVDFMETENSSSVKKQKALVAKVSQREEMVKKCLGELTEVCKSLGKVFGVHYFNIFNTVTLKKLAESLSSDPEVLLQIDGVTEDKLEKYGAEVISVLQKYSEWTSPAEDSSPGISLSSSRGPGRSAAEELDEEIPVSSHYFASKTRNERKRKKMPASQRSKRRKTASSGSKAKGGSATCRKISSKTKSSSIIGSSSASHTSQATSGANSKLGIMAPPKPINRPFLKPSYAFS
LDHA inh = qHTS assay for inhibitors of human lactate dehydrogenase. L-lactate dehydrogenase A chain (Homo sapiens), P00338. purified LDHA, NADH/diaphorase-resazurin fluorescence; stronger effect = lower value. activity change, % (values are at about 110 or 230 µM). 480,000 compounds, 0.15% hits. AID 1347041, 2019; in the data active = activity change below about -30%; inconclusive = mostly about -25% to -30%;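 note: plate controls were DMSO wells for no effect and wells without enzyme for full effect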
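LDH5 2 nM; NADH 0.06 mM, pyruvate 0.2 mM; 200 mM Tris pH 7.4, EDTA, Tween-20; 5 min RT. Detection: diaphorase 0.133 mg/mL + resazurin 37 µM, fluorescence ex540/em590 at 0 and 20 min; normalized to enzyme-free and DMSO wells.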
POLK inh = qHTS for Inhibitors of Polymerase Kappa; DNA polymerase kappa (Homo sapiens), Q9UBT6; purified Pol kappa, fluorescent DNA synthesis assay, 10 min; Potency, µM (top dose mostly 107 µM), for inactives: top-dose activity, negative = inhibition, hits mostly inhibitors; 400,000 compounds, 0.53% hits; AID 588579, 2011; note: potency is the fitted concentration of half-maximal effect; % is set by controls: 0 for no effect and ±100 for the full control effect
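Enzyme at 10 nM met test compounds for 15 min at room temperature. Substrate addition (50 nM final) began the reaction, which was monitored by fluorescence at 0 and 10 min.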
Glioma ERSR ind = qHTS for Inducers of the Endoplasmic Reticulum Stress Response (ERSR) in Human Glioma: qHTS | Potency, µM, inactives show at the highest dose activation, hits mostly activators | 420,000 compounds, 0.02% hits | AID 602332, 2012 | U87-MG GRP78 promoter luciferase reporter, 16 h; note: potency is the fitted concentration of half-maximal effect; series mostly up to about 76 µM; % of control where 0% means no effect; nearly all actives have a fitted effect of over 35% in size
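Stably transfected U87-MG glioma cells carrying a GRP78-based luciferase sensor; 16 h compound incubation. Luminescence end-point read 10 min after Bright-Glo addition at room temperature.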
Starred values were filed as active, the others as inactive; ? = inconclusive; . = not tested or not shown; & = joins results of further samples; [ ] = another dose, or the depositor's remark. Unless noted, calls come from the whole dose curve; as a rule, active = well fitted curve in the direction sought with a large enough effect; inconclusive = small, poorly fitted or top-dose-only effect, or another doubt; inactive = no such curve, though single readings can be large; an effect the other way counts as inactive or inconclusive. A portion of the library, so the mix of outcomes need not match the whole.

Second line of a record: Pol beta inh, Pol iota inh, APE1 inh, Pol eta inh, Apoferritin bind, BLM inh, LDHA inh, POLK inh, Glioma ERSR ind
> Cc1c(O)nc(SCC(=O)Nc2cccc(C(F)(F)F)c2)n(-c2ccccc2)c1=O
 : -27.6%, 12.6%, 18.0%, -0.6%, -8.7%, -2.9%, -6.3, 0.0%, -3.6%
> COc1ccc(C(CNC(=O)C(C)(C)Oc2ccc(Cl)cc2)N2CCCC2)cc1 (stereo not given)
 : ., 28.7%, -8.5%, -0.2%, ., ., -2.8, -6.3%, -3.8%
> COc1ccc(C/C(N)=N/O)cc1
 : -1.4%, 18.2%, 2.1%, -6.1%, -7.9%, -0.4%, -5.1, -3.4%, -0.5%
> COc1ccc(N(CC(=O)NCc2ccc3c(c2)OCO3)C(=O)CCC(=O)Nc2ccccn2)cc1
 : ?, -5.9%, 1.8%, -4.1%, -3.8%, -7.0%, -2.6, -2.6%, -1.9%
> Cn1ccc2c(OCC(=O)Nc3ccc(OC(F)(F)F)cc3)cccc2c1=O
 : 2.6%, 19.6%, ., -21.3%, ?, -3.4%, -1.0, -4.7%[60.1 µM], 0.0%
> COC(=O)c1ccc(NC(=O)COC(=O)c2nc3nccc(C)n3n2)cc1
 : 3.4%, 104.7%[activator], -1.7%, -16.8%, -10.6%, 0.7%, -4.9, 1.8%, 1.4%
> COc1ccc(-c2noc(-c3ccc(NCc4ccc(C)cc4)c([N+](=O)[O-])c3)n2)cc1OC
 : ?, 0.2%, ., -17.3%, 4.5%, -11.9%, -7.6, -25.1%, -2.0%
> CC1Cc2ccccc2N1S(=O)(=O)c1cccc(C(=O)OCC(=O)NCc2ccco2)c1 (stereo not given)
 : -1.0%, -9.8%, -10.6%, -11.7%, -6.6%, -8.5%, -10.2, -17.1%, -1.6%
> CC(OC(=O)Cn1[nH]c(=O)c2ccccc2c1=O)C(=O)c1ccccc1 (stereo not given)
 : 4.1%, -8.3%, 21.4%, 4.9%, -14.3%, -6.3%, -6.6, -2.7%, -3.9%
> Cc1cc(F)ccc1S(=O)(=O)Nc1ccccc1C(=O)Nc1ncn[nH]1
 : 15.3%, 7.3%, -3.6%, 1.5%, -11.7%, -5.0%, 0.5, -6.1%, -5.0%

Of the compounds above, two contain a CF3 group.
Second line of a record: Pol beta inh, Pol iota inh, APE1 inh, Pol eta inh, Apoferritin bind, BLM inh, LDHA inh, POLK inh, Glioma ERSR ind
> Cc1c(O)nc(SCC(=O)Nc2cccc(C(F)(F)F)c2)n(-c2ccccc2)c1=O
 : -27.6%, 12.6%, 18.0%, -0.6%, -8.7%, -2.9%, -6.3, 0.0%, -3.6%
> Cn1ccc2c(OCC(=O)Nc3ccc(OC(F)(F)F)cc3)cccc2c1=O
 : 2.6%, 19.6%, ., -21.3%, ?, -3.4%, -1.0, -4.7%[60.1 µM], 0.0%

Gathered by group: the entries above with an NH in an aromatic ring.
Second line of a record: Pol beta inh, Pol iota inh, APE1 inh, Pol eta inh, Apoferritin bind, BLM inh, LDHA inh, POLK inh, Glioma ERSR ind
> CC(OC(=O)Cn1[nH]c(=O)c2ccccc2c1=O)C(=O)c1ccccc1 (stereo not given)
 : 4.1%, -8.3%, 21.4%, 4.9%, -14.3%, -6.3%, -6.6, -2.7%, -3.9%
> Cc1cc(F)ccc1S(=O)(=O)Nc1ccccc1C(=O)Nc1ncn[nH]1
 : 15.3%, 7.3%, -3.6%, 1.5%, -11.7%, -5.0%, 0.5, -6.1%, -5.0%

Next structures follow.
Second line of a record: Pol beta inh, Pol iota inh, APE1 inh, Pol eta inh, Apoferritin bind, BLM inh, LDHA inh, POLK inh, Glioma ERSR ind
> Cc1ccccc1CN1C2=NCCN2c2ccccc21
 : 5.7%, ?, 2.0%, -8.3%, -14.5%, 3.1%, -0.1, -0.9%, -5.6%
> OCCNc1nc(-c2cccnc2)nc2ccccc12
 : 2.7%, 17.1%, -1.7%, -12.4%, -12.5%, 11.1%, -2.7, -4.0%, -0.7%
> CC(C)C[C@H](NC(=O)[C@H]1N2C(=O)c3ccccc3C2SC1(C)C)C(=O)N[C@@H](Cc1ccccc1)C(=O)O (stereo not given in full)
 : -9.7%, 19.4%, 48.2%[activator], -20.5%, -9.5%, -0.1%, -0.8, 11.3%, 0.2%
> Cn1cc(C(CO)Cc2ccccc2)c2ccccc21 (stereo not given)
 : ., 24.2%, 29.7%, -18.9%, ., ., -2.5, 0.0%, 8.4%
> CCc1ccc(OCCOC(=O)Nc2ccccc2)cc1
 : 13.0%, -22.1%, 30.5%, -14.0%, 1.7%, -2.5%, -9.4, -6.0%, 2.7%
> CCCCCCCC(=O)N/N=C(\C)c1cccnc1
 : 19.6%, 8.7%, -3.2%, -4.8%, -23.0%, -5.9%, -2.7, -7.8%, -3.6%
> O=C(CSc1nnc(-c2ccncc2)o1)NC1C2CC3CC(C2)CC1C3 (stereo not given)
 : 17.3%, 12.5%, 6.1%, -16.1%, 6.5%, 4.3%, 0.2, 1.7%, -5.8%
> CCCN1CCN(CCCNC(=O)c2ccc3c(c2)sc2nc(-c4ccc(OCC)cc4)cn23)CC1
 : ?, 79.4µM*, ., -24.4%, 0.6%, -0.4%, -2.7, -11.7%, -2.0%
> CCOCCn1c(CN2CCCCC2C)nc2c1c(=O)n(C)c(=O)n2C (stereo not given)
 : 18.6%, -20.2%, -10.9%, 2.0%, -7.5%, -1.9%, -14.7, -0.1%, -3.8%
> CC1CCCCC1NC(=O)COC(=O)/C=C/c1ccc2c(c1)OCO2 (stereo not given)
 : -23.2%, 149.2%[activator], 2.8%, -0.8%, ?, -0.9%, -5.2, -4.6%, -4.6%

The listing continues:
Letters: A = Pol beta inh; B = Pol iota inh; C = APE1 inh; D = Pol eta inh; E = Apoferritin bind; F = BLM inh; G = LDHA inh; H = POLK inh; I = Glioma ERSR ind
SMILES: CCOc1ccc2nc(Cl)c(/C=C/C(=O)c3ccco3)cc2c1
  A = 5.1%; B = ?; C = -6.3%; D = -8.9%; E = -11.7%; F = -6.2%; G = 3.2; H = -9.8%; I = 3.4%

SMILES: Cc1cccc(C)c1Nc1c(-c2ccccc2F)nc2cccc(C)n12
  A = 1.0%; B = 2.6%; C = .; D = 1.1%; E = -5.9%; F = -9.4%; G = 0.5; H = 10.6%; I = -2.2%

SMILES: CCOc1ccc(N=C2NN=C(c3cc(C)n(CC4CCCO4)c3C)CS2)cc1 (stereo not given)
  A = 7.7%; B = 186.9%[activator]; C = 3.3%; D = -3.9%; E = ?; F = -8.4%; G = -6.7; H = -5.5%; I = -0.1%

SMILES: O=C(Nc1nnc(S(=O)(=O)N2CCOCC2)s1)c1ccccc1F
  A = 1.3%&1.8%; B = 21.7%&4.9%; C = 90.1%[activator]; D = -4.5%&-14.2%; E = -1.5%&1.7%; F = 3.0%&-1.5%; G = -1.2&-0.8; H = 5.1%&2.3%; I = -1.4%&-0.7%
